High-throughput results deposited in PubChem by several laboratories.
Bcl-W Bim block: inhibitors of Bim binding to Bcl-W, primary screen, biochemical, multiplexed, bead-based flow cytometry; inhibition, % at 10 µM; Bim peptide-Bcl-W binding; hit rate 0.02% among 190,000; AID 952, 2007;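 note: 0% = bound tracer without compound and 100% = peptide blocker; higher means less fluorescent Bim peptide bound to Bcl-W beads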
Target sequence (Q92843 whole entry, looked up): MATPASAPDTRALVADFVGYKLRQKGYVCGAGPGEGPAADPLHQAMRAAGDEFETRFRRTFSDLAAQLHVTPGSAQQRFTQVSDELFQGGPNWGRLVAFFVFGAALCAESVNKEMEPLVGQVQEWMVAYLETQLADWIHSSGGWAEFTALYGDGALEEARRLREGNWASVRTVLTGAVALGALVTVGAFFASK
RGS7-Gao reg: RGS7-Galphao binding modulators, primary screen, biochemical, multiplexed bead flow cytometry; Guanine nucleotide-binding protein G(o) subunit alpha (Homo sapiens), P09471; actives lie on both sides; binding response (% of control), % at 10 µM; hit rate 0.35% among 220,000; AID 1439, 2008; in the data active = binding response below about 49% or above about 150%;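 note: fluorescent Galphao held in activated GDP-AlF4 state binding bead-coupled RGS7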
Target sequence (P09471 whole entry, looked up): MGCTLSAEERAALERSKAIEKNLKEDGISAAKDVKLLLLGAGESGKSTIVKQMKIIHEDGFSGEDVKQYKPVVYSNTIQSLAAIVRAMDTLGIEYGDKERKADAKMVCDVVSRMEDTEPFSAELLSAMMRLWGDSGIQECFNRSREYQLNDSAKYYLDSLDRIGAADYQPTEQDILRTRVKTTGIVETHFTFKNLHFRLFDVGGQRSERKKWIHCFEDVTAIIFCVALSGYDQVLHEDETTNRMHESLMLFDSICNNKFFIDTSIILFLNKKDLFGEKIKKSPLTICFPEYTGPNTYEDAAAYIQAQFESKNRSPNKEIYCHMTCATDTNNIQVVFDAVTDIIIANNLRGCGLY
Bcl-2 Bim block: inhibitors of Bim-Bcl-2 binding, primary screen, biochemical, multiplexed, human Bcl-2 family | Apoptosis regulator Bcl-2 (Homo sapiens), P10415 | Bead-based flow cytometry, Bim peptide-Bcl-2 binding | inhibition, % at 10 µM | hit rate 0.06% among 190,000; in the data active = inhibition above about 40%;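 note: 0% = no compound wells with probe peptide and 100% = reference peptide inhibitor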
Target sequence (P10415 whole entry, looked up): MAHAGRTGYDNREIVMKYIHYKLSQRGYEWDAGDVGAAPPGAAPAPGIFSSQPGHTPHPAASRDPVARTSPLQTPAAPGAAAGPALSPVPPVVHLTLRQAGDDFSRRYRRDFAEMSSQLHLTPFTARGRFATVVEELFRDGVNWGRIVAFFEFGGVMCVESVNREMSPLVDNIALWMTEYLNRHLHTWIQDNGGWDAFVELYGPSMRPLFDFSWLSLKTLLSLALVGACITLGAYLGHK
RGS8-Gao: RGS8-Galphao binding modulators, primary screen, biochemical, multiplexed bead flow cytometry; actives lie on both sides; response (percent of control binding), % at 10 µM; hit rate 0.34% among 220,000; in the data active = response below about 60% or above about 140%; inactive = in between;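 note: Galphao activated as the GDP aluminium fluoride complex binding bead-coupled RGS8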
Bcl-B Bim block: inhibitors of Bim-Bcl-B binding, primary screen, biochemical, multiplexed, human Bcl-2 family; bead-based flow cytometry, Bim peptide-Bcl-B binding; Bcl-2-like protein 10 (Homo sapiens), Q9HD36; AID 951, 2007; hit rate 0.073% among 190,000; inhibition, % at 10 µM;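 note: 0% = tracer peptide without compound and 100% = reference inhibitor peptide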
Target sequence (Q9HD36 whole entry, looked up): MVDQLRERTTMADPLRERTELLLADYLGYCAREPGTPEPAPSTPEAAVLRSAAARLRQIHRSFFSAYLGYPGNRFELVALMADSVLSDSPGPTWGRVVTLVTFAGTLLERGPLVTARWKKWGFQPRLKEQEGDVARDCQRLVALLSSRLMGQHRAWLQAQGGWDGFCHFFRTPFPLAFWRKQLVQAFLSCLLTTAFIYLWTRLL
Bim-Bfl-1: inhibitors of Bim binding to Bfl-1, primary screen, biochemical, multiplexed, bead-based flow cytometry; inhibition, % at 10 µM; Bim-Bfl-1 binding inhibition; hit rate 0.12% among 190,000; Bcl-2-related protein A1 (Homo sapiens), Q16548;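 note: 0% = wells without compound plus tracer and 100% = blocker peptide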
RGS4-Gao reg: modulators of RGS4 binding to Galphao, primary screen, biochemical, multiplexed bead flow cytometry | Guanine nucleotide-binding protein G(o) subunit alpha (Homo sapiens), P09471 | actives lie on both sides | binding response (% of control), % at 10 µM | hit rate 0.33% among 220,000; in the data active = binding response below about 49% or above about 150%; inactive = in between;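 note: fluorescent Galphao activated with aluminum fluoride binding bead-coupled RGS4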
GSH fluor: compound fluorescence on glutathione beads, profiling panel, artefact control, biophysical, 488/530 nm, flow cytometry; GSH beads flow cytometry, compound fluorescence 488/530 nm; stronger effect = higher value; fluorescence (KMESF) at 10 µM; hit rate 0.25% among 190,000; in the data active = fluorescence above about 89;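 note: glutathione beads carrying GST-tagged Bcl family fusion proteins plus one bare bead set; values are compound well signal with DMSO vehicle wells as background; inactives centre near 16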
Bcl-XL Bim block: inhibitors of Bim-Bcl-XL binding, primary screen, biochemical, multiplexed, bead flow cytometry, human Bcl-XL; Bcl-2-like protein 1 (Homo sapiens), Q07817; Bim peptide-Bcl-XL binding, fluorescence; inhibition, % at 10 µM; hit rate 0.04% among 190,000; AID 1007, 2008
Bim-Mcl-1: inhibitors of Bim peptide binding to Mcl-1, primary screen, biochemical, bead-based flow cytometry, multiplex. Induced myeloid leukemia cell differentiation protein Mcl-1 (Homo sapiens), Q07820. Bim peptide-Mcl-1 binding. inhibition, % at 10 µM. hit rate 0.1% among 190,000;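 note: 0% = no compound tracer wells and 100% = peptide blocker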
Mcl1-Bid inh: Mcl-1/Bid binding inhibitors, primary screen, biochemical, TR-FRET, 1536-well; TR-FRET Mcl-1/Bid-Dy647 peptide binding; Induced myeloid leukemia cell differentiation protein Mcl-1 (Homo sapiens), Q07820; inhibition, % at 21.7 µM; hit rate 0.97% among 220,000;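 active = compounds that cut the binding signal by more than half at the single screening dose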;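 note: His-tagged Mcl-1 with europium anti-His antibody binding Bid BH3 peptide; 0% = Mcl-1 plus peptide wells and 100% = peptide-only wells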
An asterisk follows results filed as active. Cut-off read from the data, not from the text of the source, unless noted: active = inhibition above about 40%.

Fields: Bcl-W Bim block | Bcl-XL Bim block | Bim-Bfl-1 | Bcl-B Bim block | Mcl1-Bid inh | RGS8-Gao | GSH fluor | RGS7-Gao reg | RGS4-Gao reg | Bim-Mcl-1 | Bcl-2 Bim block
> O=C(CSc1nnc(CNc2ccc(Cl)cc2)o1)Nc1nc2ccccc2s1
    -1 | -7 | -3 | -6 | 16 | 99 | 15 | 98 | 102 | 1 | -4
> O=C(c1ccco1)N1CCN(c2c([N+](=O)[O-])nn(-c3cccc(Cl)c3)[n+]2[O-])CC1
    0 | -1 | -2 | 0 | -46 | 101 | 19 | 98 | 100 | 0 | -3
> CN(C(=O)COc1ccccc1)c1nnc(-c2ccncc2)s1
    -3 | -7 | -17 | -8 | -5 | 102 | 26 | 101 | 103 | -4 | -9
> FC(F)(F)c1cc(-c2ccco2)nc(NCc2cccnc2)n1
    -1 | -5 | -1 | -2 | -22 | 101 | 25 | 102 | 102 | -4 | 2
> Cc1ccc(NC(=O)C2CCCN2C(=O)NCc2ccccc2)cc1 (stereo not drawn)
    1 | 0 | -8 | -3 | -9 | 101 | 27 | 125 | 102 | 3 | 0
> Cc1cc(NC(=O)c2cc(-c3cccs3)on2)no1
    -2 | -10 | -13 | -11 | -19 | 100 | 31 | 97 | 99 | -7 | -14
> Cc1cc(C(=O)CSc2nnc(-c3ccccc3)n2-c2ccccc2)c(C)n1-c1ncn[nH]1
    -3 | -9 | -11 | -12 | -15 | 126 | 27 | 135 | 128 | 1 | -7
> CC1Cc2ccccc2N1C(=O)CSc1nnc(C2CC2)n1C (stereo not drawn)
    -1 | -1 | 0 | -1 | 6 | 101 | 15 | 103 | 103 | 0 | -3
> C=CCSC1=N/C(=C\C=C\c2ccco2)C(=O)S1
    -6 | -5 | 4 | -4 | 32 | 101 | 32 | 96 | 99 | -6 | 0
> Cc1ccc(S(=O)(=O)NC(=O)c2ccc(Br)o2)cc1
    0 | -3 | 0 | -4 | 5 | 99 | 18 | 97 | 100 | -2 | -1
> COc1cc(NC(=O)c2cc([N+](=O)[O-])ccc2Br)ccc1NC(=O)c1ccco1
    -2 | -5 | 8 | -8 | -26 | 101 | 8 | 103 | 106 | -7 | -6
> Cc1ccc2c(C)c(C(=O)Nc3cccnc3)oc2c1
    -4 | -4 | -1 | -4 | 2 | 99 | 18 | 101 | 99 | -4 | -7
> CCOC(=O)c1ccc(CNC(=O)CCC(=O)O)cc1
    2 | 1 | -8 | -4 | -5 | 103 | 11 | 107 | 103 | 0 | -10
> COc1ccc(CC2(CO)CCN(S(=O)(=O)c3c(C)nn(C)c3C)CC2)cc1
    -2 | -3 | -3 | -3 | -5 | 103 | 12 | 103 | 101 | -1 | -4
> CC(=N/O)/C(C)=N\NC(=O)c1ccccn1
    2 | 1 | 7 | 10 | 1 | 96 | 21 | 103 | 98 | 1 | 6
> CC(C)C[C@H](NC(=O)Nc1ccc(S(N)(=O)=O)cc1)C(=O)O
    0 | -11 | -14 | -7 | -22 | 102 | 69 | 97 | 101 | 0 | -5
> COc1ccc(N(C(=O)CCl)C(C(=O)NCCc2ccccc2)c2cccs2)cc1Cl (stereo not drawn)
    -2 | -6 | -14 | -4 | -8 | 98 | 10 | 100 | 94 | -1 | -7
> O=C(Cc1sc(-c2ccccc2)nc1-c1ccccc1)Nc1ccc(Cl)cc1
    0 | -1 | -2 | -2 | -8 | 82 | 11 | 65 | 57 | -1 | -4
> COC(=O)CCCNC(=O)c1ccc(OC2CCN(CCc3ccccc3)CC2)cc1
    -3 | 0 | -1 | -3 | -18 | 104 | 15 | 98 | 101 | 0 | -1
> Cc1csc(SCC(=O)NC(=O)NC(C)(C)C)n1
    -1 | 0 | -7 | -2 | 1 | 101 | 11 | 98 | 102 | -2 | 1
> CN1CCN(C(=S)Nc2cccc(Cl)c2)CC1
    5 | 0 | 2 | -5 | -43 | 99 | 7 | 103 | 100 | 0 | 1
> C=CCNCCOc1ccccc1-c1ccccc1
    -1 | -2 | 2 | -3 | -3 | 103 | 13 | 103 | 103 | -1 | 2
> CCOC(=O)N1CCN(Cc2nc3c(c(=O)n(C)c(=O)n3C)n2Cc2ccccc2C)CC1
    3 | 3 | -6 | -4 | 5 | 102 | 44 | 103 | 105 | -1 | -5
> CN(CC(=O)Nc1ccccc1C(F)(F)F)C(=O)COc1ncnc2sccc12
    -3 | -6 | -6 | -9 | -15 | 103 | 10 | 100 | 101 | -5 | -5
> CCOC(=O)c1cc2ccc3ccccc3c2s1
    -2 | -4 | -2 | -5 | 2 | 105 | 19 | 106 | 109 | -4 | -11
> COCCCNC(=S)NNC(=O)Cn1nc(C)c(Br)c1C
    -3 | -2 | 0 | 0 | -25 | 106 | 11 | 102 | 105 | -3 | -1
> COCCN1C(=O)N[C@@H](c2ccccc2)C(C(C)=O)=C1C
    0 | -4 | 3 | 0 | -2 | 102 | 18 | 100 | 100 | 0 | 0
> COc1ccccc1OCc1ccc(C(=O)Nc2ccncc2)o1
    -1 | -3 | -1 | -2 | -14 | 99 | 25 | 97 | 98 | -1 | -4
> O=C(COC(=O)c1ccc(-c2ccc([N+](=O)[O-])cc2)o1)NC(=O)NC12CC3CC(CC(C3)C1)C2
    -2 | -6 | -6 | -5 | -10 | 99 | 9 | 98 | 98 | -1 | -4
> Cc1cccc(OCCCCCn2ccnc2)c1
    0 | 0 | 0 | 0 | 51* | 103 | 12 | 115 | 117 | 3 | -5

Next part (2 carried over from the part before).
Fields: Bcl-W Bim block | Bcl-XL Bim block | Bim-Bfl-1 | Bcl-B Bim block | Mcl1-Bid inh | RGS8-Gao | GSH fluor | RGS7-Gao reg | RGS4-Gao reg | Bim-Mcl-1 | Bcl-2 Bim block
> O=C(COC(=O)c1ccc(-c2ccc([N+](=O)[O-])cc2)o1)NC(=O)NC12CC3CC(CC(C3)C1)C2
    -2 | -6 | -6 | -5 | -10 | 99 | 9 | 98 | 98 | -1 | -4
> Cc1cccc(OCCCCCn2ccnc2)c1
    0 | 0 | 0 | 0 | 51* | 103 | 12 | 115 | 117 | 3 | -5
> C=CCNC(=O)c1ccccc1NC(=O)c1ccccc1C
    0 | 0 | 2 | 1 | -13 | 98 | 14 | 103 | 103 | 1 | 0
> CC(=O)NC1(c2cccc(F)c2)CCN(CC(=O)NC2CCCCC2)CC1
    2 | -1 | -10 | -3 | -10 | 101 | 5 | 100 | 100 | 0 | -3
> CCOC(=O)C1=NNC2(c3ccccc3)C(=O)N(c3cccc(Br)c3)C(=O)C12 (stereo not drawn)
    -1 | -2 | 0 | -2 | -1 | 100 | 13 | 96 | 95 | 0 | 1
> Cc1cccn2cc(-c3ccc(F)cc3)cc12
    2 | -4 | -6 | -5 | -66 | 89 | 17 | 86 | 99 | 2 | 2
> COc1ccccc1-c1nc(C(N)=O)c2[nH]c(=O)n(-c3cccc(C)c3)c2n1
    2 | 1 | 0 | 0 | -7 | 100 | 29 | 95 | 99 | 2 | 1
> Cc1ccc(N2CCN(C(=O)N3CCOCC3)CC2)c(C)c1
    0 | -2 | -7 | -3 | -14 | 106 | 9 | 103 | 105 | 2 | -5
> CCC(C)NC(=O)N[C@@H](Cc1ccccc1)C(=O)O (stereo partly drawn)
    -5 | -8 | -12 | -11 | 3 | 99 | 14 | 103 | 101 | 0 | -9
> O=[N+]([O-])c1ccc(N2CCNCC2)cc1Sc1nc2ccccc2[nH]1
    -4 | -5 | 0 | -2 | -32 | 113 | 10 | 105 | 105 | -3 | -4
> COC(=O)Cc1c(C)nc2nc(-c3ccco3)[nH]n2c1=O
    3 | 0 | -10 | -3 | 5 | 101 | 25 | 102 | 102 | 1 | -4
> Cc1cc(NC(=O)c2ccc(Br)c([N+](=O)[O-])c2)no1
    0 | -1 | -7 | -2 | -3 | 105 | 10 | 102 | 105 | 1 | 1
> CC(C)(C)C(=O)N1CCC(O)(CS(=O)(=O)c2ccc(Cl)c(Cl)c2)CC1
    -1 | -1 | -5 | 1 | -7 | 105 | 22 | 101 | 103 | 0 | 0
> CC(=O)Nc1ccc(NC2=C(Cl)C(=O)c3ccccc3C2=O)cc1
    9 | -5 | 35 | -57 | -23 | 103 | 13 | 101 | 104 | -4 | 4
> COC(=O)C(C(=O)NCC1CCCO1)C1CCCCCC1 (stereo not drawn)
    -2 | -2 | -1 | -3 | -19 | 100 | 18 | 98 | 96 | 1 | -3
> O=C(NCc1cccnc1)/C(=C/c1ccc(-c2cccc(C(F)(F)F)c2)o1)NC(=O)c1ccccc1
    -1 | 0 | -1 | -1 | 4 | 108 | 23 | 101 | 103 | -1 | -4
> CC(C)Oc1ccc(C(=O)NC(C)(C)CO)cc1
    1 | 0 | -9 | -4 | -2 | 105 | 54 | 104 | 101 | 1 | -4
> CC1Cc2ccccc2N1C(=O)C1CCCN1S(=O)(=O)c1ccc(Cl)cc1 (stereo not drawn)
    6 | 2 | -14 | -5 | -30 | 101 | 6 | 97 | 102 | 4 | -5
> CCN(CC)CCOC(=O)c1cccc(Cl)c1
    -2 | -5 | 1 | -3 | 3 | 99 | 21 | 100 | 103 | -4 | -1
> CN(C)S(=O)(=O)c1cccc(-c2nn(-c3ccccc3)cc2/C=C(\C#N)c2nc3ccccc3[nH]2)c1
    -4 | -6 | 0 | -4 | 5 | 104 | 10 | 101 | 101 | -3 | 0
> Cc1cccc(C)c1-n1c(C)nn(CC2CC2)c1=O
    -3 | -5 | -3 | -2 | -17 | 98 | 18 | 97 | 97 | 1 | -2
> COc1cccc(/C=C/C(=O)Nc2ccccc2N2CCOCC2)c1
    -1 | -6 | -4 | -4 | -16 | 96 | 21 | 98 | 99 | -1 | -1
> COC(=O)CN1C(=O)C2(C(C#N)=C(N)Oc3ccccc32)C2=C1CC(C)(C)CC2=O (stereo not drawn)
    -1 | -7 | -20 | -7 | -22 | 99 | 33 | 94 | 97 | -1 | -10
> CC1=Nc2cc(C(=O)NCCCOC(C)C)ccc2Sc2ccc(C)cc21
    0 | -3 | -1 | -3 | -13 | 102 | 25 | 96 | 101 | 1 | 1
> O=C(CCC(=O)N1CCN(S(=O)(=O)c2ccccc2)CC1)NC1CCCc2ccccc21 (stereo not drawn)
    1 | -3 | -5 | -3 | 5 | 105 | 14 | 110 | 103 | 2 | -5
> O=C(Nc1ccc(S(=O)(=O)Nc2nccs2)cc1)c1cc(-c2ccccc2)nc2ccccc12
    17 | 13 | 13 | 13 | -101 | 108 | 16 | 102 | 98 | 9 | 10
> Cc1cc(C(=O)Nc2ccccn2)no1
    -2 | -3 | -5 | -1 | -12 | 96 | 50 | 92 | 94 | -3 | -3
